hcGAS lum – inhibitors of human cGAS; Q8N884; recombinant h-cGAS, ATP depletion, Kinase-Glo luminescence; inhibition, % at 12.5 µM; 290,000 tested, 0.081% active; AID 1259398;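 also: 0% = vehicle reaction and 100% = reaction without DNA for no activity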
Target sequence (Q8N884 whole entry, looked up): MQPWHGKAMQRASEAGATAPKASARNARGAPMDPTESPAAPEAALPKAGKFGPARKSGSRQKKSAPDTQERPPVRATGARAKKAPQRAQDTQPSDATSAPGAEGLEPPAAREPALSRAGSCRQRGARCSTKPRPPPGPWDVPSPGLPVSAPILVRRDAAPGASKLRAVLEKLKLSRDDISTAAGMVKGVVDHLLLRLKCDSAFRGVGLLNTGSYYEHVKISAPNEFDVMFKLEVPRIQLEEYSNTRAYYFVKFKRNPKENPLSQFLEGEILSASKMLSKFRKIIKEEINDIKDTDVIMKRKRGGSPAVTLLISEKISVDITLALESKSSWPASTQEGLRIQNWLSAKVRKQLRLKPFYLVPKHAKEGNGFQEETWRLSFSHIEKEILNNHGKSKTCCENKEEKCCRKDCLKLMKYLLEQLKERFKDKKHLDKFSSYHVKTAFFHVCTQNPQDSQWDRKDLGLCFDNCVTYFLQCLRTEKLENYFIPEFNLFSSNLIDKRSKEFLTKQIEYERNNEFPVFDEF
NPYLR7 ag – activates Aedes aegypti NPYLR7 receptor; HEK293T NPYLR7/Galpha15, GCaMP6s calcium fluorescence; activation, % at 10 µM; 270,000 tested, 0.15% active; in the data active = activation above about 40%;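 also: 0% = vehicle and 100% = reference agonist at the receptor; some compounds past the cut are filed as inactive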
mcGAS inh – blocks mouse cGAS activity. Q8C6L5. recombinant cGAS, Kinase-Glo ATP depletion luminescence. inhibition, % at 12.5 µM. 160,000 tested, 0.15% active. AID 1259399;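 also: 0% = negative control wells and 100% = reference inhibitor with no enzyme activity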
* = called active by the depositor; · = not tested or not shown; & = joins results of further samples. Rule as the data show it, unless noted: active = inhibition above about 40%; inactive = the rest.

item	canonical_smiles	hcGAS lum	NPYLR7 ag	mcGAS inh
1	O=S(=O)(c1ccc(F)cc1)N1CCCC1	1.1	1.5	-1.3
2	CNC(=O)c1cnn(C)c1N	-4.9	-3.4	-7.2
3	O=C(O)c1ccc(N2C(=O)/C(=C/c3ccccc3C(=O)O)SC2=S)cc1	6.4	2.8	15.6
4	COc1ccccc1Nc1nc2nonc2nc1Nc1ccc(C)c(Cl)c1	2.0	-5.7	-1.3
5	CCSc1nc(CC(=O)NCCS(=O)(=O)N(C)C)cs1	-1.1	13.2	·
6	Cc1cc(C(=O)N2Cc3cnc(CC(C)C)nc3C2)c2c(C)noc2n1	-0.4	6.4	-14.2
7	COc1ccc(NS(=O)(=O)c2ccc(Cl)cc2)c(C(=O)NCc2ccccc2)c1	-5.1	1.5	-5.9
8	COc1ccc(CN(Cc2ccsc2)Cc2ccco2)c(Cl)c1O	-6.0	-3.6	·
9	COCCn1c(O)c(C(C)=NC2CCCCCC2)c(=O)[nH]c1=S	-0.9	4.7	·
10	COCCN(Cc1csc(COc2ccccc2C(C)C)n1)S(=O)(=O)c1ccc(C)cc1	2.8	-2.9	-0.5
11	Cc1cc(C)c(S(=O)(=O)Nc2cc(Sc3ncn[nH]3)c(O)c3ccccc23)cc1C	-1.6	-4.1	19.7
12	CC(C)Cn1c(SC2CCCCNC2=O)nc2ccc(Cl)cc2c1=O (stereo unspecified)	-5.8	-2.4	·
13	CC(C)c1n[nH]c(=S)c2c1cnn2-c1ccccc1	-11.2	-4.3	·
14	CCC(C)c1csc(NC(=O)c2sccc2S(C)(=O)=O)n1 (stereo unspecified)	-7.7	8.1	·
15	Cn1cc(N2CCC(NC(=O)c3ccc4[nH]c(=S)oc4c3)C2)cn1 (stereo unspecified)	-7.1	7.5	·
16	CCCCCc1ccc(C(=O)N2CCN(C(=O)CSc3nnc(-c4cccc(OC)c4)n3-c3ccccc3)CC2C)cc1 (stereo unspecified)	-12.7	·	-6.3
17	CC(C)(CNC(=O)CCc1ccccc1F)N1CCc2ccccc2C1	25.8	-5.1	·
18	Cc1cc(C)nc(SCc2cc(=O)c(OC(=O)c3cc4ccccc4oc3=O)co2)n1	0.9	-12.1	-5.0
19	Cc1[nH]c(=O)[nH]c(=O)c1CC(=O)Nc1ccc2c(c1)Cc1ccccc1-2	-2.1	2.8	·
20	CN1CCN(C(=Nc2nc(N3CCSCC3)c(C#N)cc2C#N)N(C)C)CC1	-1.6	6.1	·
21	CCn1cc(C(=O)O)c(=O)c2ccc(C)nc21	-3.7&0.6&-1.4&-8.2	-9.4&-11.3&-1.9&6.0	-3.5
22	Cn1c(C(=O)NCc2cccnc2Oc2ccc(F)c(F)c2)cc(=O)n(C)c1=O	-3.3	0.1	·
23	NC(=O)CC1CCCCN1C(=O)c1ccc(=O)n(CCOc2ccccc2)n1 (stereo unspecified)	-2.1	0.5	·
24	CCOC(=O)c1sc2nc(C(C)OC(=O)C3=COCCO3)[nH]c(=O)c2c1C (stereo unspecified)	-6.1	9.4	·
25	CC(C)Cn1c(=O)c2c(nc3n2CC(C)CN3c2ccc(Cl)cc2)n(C)c1=O (stereo unspecified)	-1.2	7.0	-8.3
26	COCCN(Cc1nccn1Cc1ccc(Cl)c(Cl)c1)C(=O)C1CC1	-5.9	4.5	-5.7
27	Cc1ccc(-n2nc(C)c(-c3ccccc3)c2NC(=O)CN(C(=O)c2ccc([N+](=O)[O-])cc2)C(C)C)cc1	-6.4	-3.4	-3.3
28	O=S(=O)(c1cccc(C(F)(F)F)c1)N1CCN(C2c3ccccc3CCc3ccccc32)CC1	-0.5	12.1	-4.3
29	COC(=O)Cn1nc(C(C)C)c2cnn(-c3ccc(C)c(C)c3)c2c1=O	2.6	-2.4	·
30	O=C(Cc1cccs1)N1CCC(c2nc(-c3ccc(Cl)cc3F)no2)CC1	-6.8	2.6	-9.2
31	O=c1c2cnc3nc(-c4ccncc4)nn3c2ccn1CCc1c[nH]c2ccccc12	-8.5	4.0	·
32	O=c1c2ccc(Cl)cc2nc(-c2ccccc2I)n1Cc1ccccc1	-1.7	28.3	-5.9
33	COc1ccc(-c2[nH]ncc2CNCCC2COc3ccccc3O2)cc1F (stereo unspecified)	-1.1	-1.6	-2.9
34	O=S(=O)(c1ccc(F)cc1)N1CCC(N2CCCC2)CC1	-8.9	-2.7	·
35	CCCCc1ccc(NC(=O)N[C@@H](Cc2ccccc2)C(=O)N2CCC(C(=O)Nc3ccc(OC)cc3)CC2)c(C)c1	-6.7	2.9	-6.4
36	Cc1cccc(NC(=O)c2n[nH]c([N+](=O)[O-])c2Br)c1C	-0.5	-1.5	-2.6
37	CC(C)c1[nH]n(-c2cccc(F)c2)c(=O)c1-c1ccc(NC(=O)c2ccc(F)cc2)cc1	-5.1	17.0	-5.9
38	Cc1cc(C(=O)NCC2CCCO2)c(C)n1CCN1CCCC1 (stereo unspecified)	-2.1	·	-3.1
39	CCC1CCCCN1c1nc(-c2ccc(Br)cc2)nc2ccccc12 (stereo unspecified)	-0.9	-0.4	-4.7
40	O=C(CCC1(Cc2cccs2)CCC(=O)N1)NC1CCCc2ccccc21 (stereo unspecified)	1.1	6.2	·

Of the compounds above, these contain a nitro group on carbon.
item	canonical_smiles	hcGAS lum	NPYLR7 ag	mcGAS inh
27	Cc1ccc(-n2nc(C)c(-c3ccccc3)c2NC(=O)CN(C(=O)c2ccc([N+](=O)[O-])cc2)C(C)C)cc1	-6.4	-3.4	-3.3
36	Cc1cccc(NC(=O)c2n[nH]c([N+](=O)[O-])c2Br)c1C	-0.5	-1.5	-2.6

The main list resumes, starting four compounds before the break.
item	canonical_smiles	hcGAS lum	NPYLR7 ag	mcGAS inh
37	CC(C)c1[nH]n(-c2cccc(F)c2)c(=O)c1-c1ccc(NC(=O)c2ccc(F)cc2)cc1	-5.1	17.0	-5.9
38	Cc1cc(C(=O)NCC2CCCO2)c(C)n1CCN1CCCC1 (stereo unspecified)	-2.1	·	-3.1
39	CCC1CCCCN1c1nc(-c2ccc(Br)cc2)nc2ccccc12 (stereo unspecified)	-0.9	-0.4	-4.7
40	O=C(CCC1(Cc2cccs2)CCC(=O)N1)NC1CCCc2ccccc21 (stereo unspecified)	1.1	6.2	·
41	CN(C)CCN1C(=O)C2C3C=CC(C3)C2C1=O (stereo unspecified)	0.0	7.1	-5.8
42	CCc1cc(CN(C)C(=O)c2cnon2)on1	-7.6	10.7	-13.4
43	CC(=O)Oc1ccc(C(c2ccc(OC(C)=O)cc2)c2ccccn2)cc1	0.6&-4.3	-7.2&-6.3	·
44	C[C@H]1[C@H](OC(=O)CCC(=O)O)O[C@@H]2O[C@]3(C)CC[C@H]4[C@H](C)CC[C@@H]1[C@@]24OO3	-1.0	3.6	·
45	COc1ccc(Oc2cc(N3CCN(C(=O)c4ccccc4OC)C(C)C3)ncn2)cc1 (stereo unspecified)	-3.6	5.6	-5.7
46	CCOC(=O)Cc1c(C)nc2ncnn2c1N1CCN(C(=O)c2ccccc2OC(C)=O)CC1	-2.1	·	-5.5
47	Cc1cc(Br)ccc1N1C(=O)/C(=C/c2ccc(Br)cc2)C=C1c1ccccc1	-2.1	-1.4	-3.4
48	CCCn1cc(C(=O)N2C[C@H](N(C)C)C[C@H]2CO)c(C)n1	-4.6	·	-14.3
49	c1nc(N[C@H]2COC[C@@H]2N2CCCCC2)c2c3c(sc2n1)CNCC3	-4.7	6.8	-10.9
50	COc1cc2c(cc1OC)CN(c1cc(C(=O)NCCCOC(C)C)c3ccccc3n1)CC2	-4.6	8.0	-2.3

Single entries from the entries so far:
Entry of #42 under hcGAS lum: -7.6
Entry of #43 under hcGAS lum: 0.6&-4.3
Entry of #44 under NPYLR7 ag: 3.6

Continued.
item	canonical_smiles	hcGAS lum	NPYLR7 ag	mcGAS inh
51	Cc1nc(SCC(=O)NCCC(C)C)c(C#N)c(C)c1C	-0.6	-6.0	-2.8
52	COc1cccc(CNC(=O)Cn2c(=O)n(CCc3ccccc3)c(=O)c3nccnc32)c1OC	-4.0	1.2	-4.1
53	Cc1ncc(CO)c(CN2CCC(C(O)c3cccs3)CC2)c1O (stereo unspecified)	-8.1	17.7	·
54	Fc1ccc(-c2nc(COc3ccccc3Br)co2)cc1	-5.0	8.9	·
55	N#C/C(=C\c1ccc2noc(-c3ccccc3)c2c1)C(=O)Nc1ccccc1C#N	-10.7	22.3	4.5
56	CC(NC(=O)/C=C/c1ccc(F)cc1)c1ccncc1 (stereo unspecified)	-3.3	10.8	·
57	COC(=O)c1ccc(Cn2nc(C)c([N+](=O)[O-])c2C)o1	-6.7	2.2	-9.5
58	O=C(c1csc(-c2cccs2)n1)N1CCN(c2ccccc2F)CC1	-10.7	5.9	-8.1
59	CCOC(=O)C1=CC2(SC=C(C(=O)OCC)S2)C2=C(S1)C(C)(C)Nc1cc(C)c(C)cc12 (stereo unspecified)	-5.4	0.2	-5.7
60	Cc1cc(C)n(C2CCN(Cc3ncc[nH]3)C2)n1 (stereo unspecified)	-9.9	-2.8	·
61	Cc1cc(O)c(CN2CCOCC2)c2c1C(=O)/C(=C/c1cc3cc(Br)ccc3o1)O2	-4.0	14.0	-6.8
62	Oc1cccc(-c2nc3ccc(Br)cn3c2NCc2ccccc2)c1	1.5	8.6	-7.6
63	Cc1ccc2cc(CN(C)Cc3cnn(C)c3C)c(N3CCOCC3)nc2c1	1.5	0.1	·
64	O=C(Oc1cc2ccccc2cc1OC(=O)N1CCCCC1)N1CCCCC1	-6.4	8.8	·
65	Cc1occc1C(=O)N1CCC(n2nccc2NC(=O)CCOc2ccccc2)CC1	-7.2&3.3	1.3	·
66	O=C(c1ccco1)N(CCCN1CCOCC1)c1nc2c(F)cc(F)cc2s1	-2.3	4.9	-6.5
67	CCCn1ccnc1CN1CCN(c2ncccc2C)CC1	-7.3	-3.0	·
68	COc1cccc(C(C)N(C)C(=O)c2cn(CCCc3ccccc3)nn2)c1 (stereo unspecified)	3.7	-7.1	-1.2
69	CCc1ccc(NC(=O)NCCNc2ccc(Nc3ccncc3)nn2)cc1	-11.0	14.8	·
70	NC(=O)CC1CCN(C(=O)c2cncn2-c2ccccc2)CC1	0.2	-0.5	·
71	COc1cccc(-c2cc(C(=O)N3CCc4ccccc4C3)nc3cc(-c4ccccc4)nn23)c1	-0.6	19.4	-4.8
72	CNC(=O)[C@H]1C[C@]2(CCCCN(C)C2=O)N(C(=O)CCc2ccccc2)[C@H]1c1ccco1	-2.7	4.1	-7.2
73	Cc1[nH]cnc1-c1nccn1Cc1cc2ccc(F)cc2[nH]c1=O	-3.6	-2.0	·
74	CC(=O)Nc1ccc(-c2c(-c3ccccc3)ncn2CC2CCCO2)cc1 (stereo unspecified)	-3.3	20.2	·
75	CC(c1nn2c(C3CC3)nnc2s1)n1cncn1 (stereo unspecified)	-2.9	·	-17.8
76	O=C(Nc1ccc(Cl)cn1)c1[nH]ncc1[N+](=O)[O-]	60.5*	0.9	·
77	Cc1nn(CC(C)C)c(C)c1CC(=O)Nc1ccccc1F	-5.5	5.1	·
78	CCOc1ccc(N2CC(NC(=O)NCCn3ccc4ccccc43)CC2=O)cc1 (stereo unspecified)	-5.5	4.8	-8.0
79	COC(=O)c1c(C)[nH]c(-c2csc(-c3cccs3)n2)c1C	-0.2	2.1	·
80	CC(C)n1cc(C(=O)NC2COC3(CCCC3)C2)cn1 (stereo unspecified)	-7.1	·	-5.2
81	COc1cccc(OC)c1-c1ccc2nc(CO)[nH]c2c1	-2.1	-4.9	-10.6
82	Cc1ccc(CCC(=O)N2CCN(S(=O)(=O)c3ccc(Cl)s3)CC2)cc1	-0.6	16.7	·
83	O=C(c1ccccc1SC(F)F)N1CCN(c2ncnc3c2nnn3-c2ccccc2)CC1	-5.9	-5.6	-9.8
84	Cc1cccc(CC(=O)NCc2ccc3c(c2)cc(C)n3C)c1	-9.3	5.4	-7.7
85	COc1ccc(OC)c(C2CC(=O)Nc3c2c(C)nn3-c2ccc(Cl)nn2)c1 (stereo unspecified)	-6.3	-2.3	·
86	CC(=O)Nc1ccc(C(=O)CN2C(=O)SC(=Cc3ccc(Cl)cc3)C2=O)cc1	-2.2	24.8	-6.5
87	Cc1c(Cl)cccc1N1CCn2c1nc1c2c(=O)n(CCN2CCOCC2)c(=O)n1C	1.6	-5.5	-0.8
88	O=C(NCCc1cccs1)N1CCN(S(=O)(=O)c2ccccc2Cl)CC1	-8.5	-4.0	-6.7
89	CCOC(=O)C1(CCOc2ccccc2)CCN(C2CCN(C(C)=O)CC2)CC1	-0.8	6.1	-5.2
90	CC(C)CN(C(=O)CN1CCCCCCC1)c1c(N)n(CC(C)C)c(=O)[nH]c1=O	-4.6	-3.2	·
91	CC1Oc2c(cccc2C(=O)Nc2cccc(C(F)F)c2)NC1=O (stereo unspecified)	-1.8	-9.4	·
92	COCCN1CCCC2(CCN(C(=O)CCc3ccc(C)cc3)C2)C1=O (stereo unspecified)	-7.0	10.1	·
93	N#Cc1ccc(CSc2nnc(-c3ccc(F)cc3)c3ccccc23)cc1	-2.5	-0.5	-4.0
94	CCS(=O)(=O)Oc1cc(CN(Cc2ccco2)C(=O)c2cccs2)ccc1OC	-6.3	·	-4.7
95	COCc1cc(C)nc(N/N=C\c2cc([N+](=O)[O-])cc(Br)c2O)c1C#N	3.7	-2.2	4.8
96	O=C(NC1CCN(CC2CCCC2)C1)c1cscn1 (stereo unspecified)	-8.7	4.9	-9.9
97	COc1cc(C=CC(=O)NCCCN2CCCC2=O)ccc1OCc1ccccc1	2.8	-10.5	1.9
98	Cc1c(C(=O)Nc2ccc(N3CCC(N4CCOCC4)CC3)c(C#N)c2)cnn1-c1ccc(Cl)cc1	-4.6	4.1	-10.8
99	COc1ccc(C)cc1S(=O)(=O)NCc1ccc2c(c1)OCO2	-10.2	13.3	·
100	CC(C)C(=O)Nc1ncc(Cc2cccc(Cl)c2Cl)s1	-0.8	-17.4	·
101	Cc1cc(C)cc(NC(=O)CN2C(=O)C(Oc3ccccc3)C2c2ccncc2)c1 (stereo unspecified)	-1.2	7.5	·

Compound activity as filed in PubChem.
